Screening results (PubChem BioAssay)
S3 lipid droplet: qHTS Assay for Lipid Storage Modulators in Drosophila S3 Cells. Drosophila S3 cells, BODIPY lipid droplet fluorescence, 18-24 h; cells fed with added oleic acid. lipid storage change, negative = inhibition, % at the top dose, mostly 46.1 µM; hits show Potency in µM. actives 0.64% (n = 320,000). AID 2685; active = well fitted inhibition curve with a large enough effect in the signal ratio, with a control signal flat, not every such curve was filed as active; inconclusive = small, poorly fitted or top-dose-only effect, or effect the other way, or a change in a side signal; the % refers to the signal ratio
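Laser-scanning cytometry quantifies lipid droplet accumulation (500–530 nm total intensity; droplet/cell object ratio) in oleic acid-fed (400 uM added) Drosophila S3 cells treated with a concentration series. 20 uM Triacsin C defined 100% inhibition.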
S3 lipid droplet cell count max: also measured in S3 lipid droplet; calls as there; cell number change, %; measured here: cell count max response;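 cells counted by Cell Tracker Red CMTPX staining in the red channel; peak over a dose series mostly up to 46.1 µM; percent activity relative to internal control wells on each plate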
* hit, by the source's call; i = inactive; ? = inconclusive; . = not tested or not shown; [ ] = remark or other dose. % is scaled to controls: 0 for no effect and ±100 for the full control effect; potency is read from the fitted curve at half-maximal effect.

S3 lipid droplet cell count max	S3 lipid droplet	Compound
.	?	CC(=O)c1c(N2CCCC2)[nH]c(-c2ccccc2)nc1=S
13	9%	COc1ccc(CNS(=O)(=O)NCc2ccccc2F)cc1
.	?	O=C(CSc1nnc(-c2ccccc2)n1Cc1ccccc1)N1CCOCC1
-7	-2%	O=C(Nc1ccccc1C(=O)NCc1cccnc1)c1ccco1
.	i	Cc1cc(C(=O)NCC(c2ccco2)N(C)C)no1 (centres undefined)
.	?	COc1ccc(OC)c(C2CC(=O)OC3=C2C(=O)CC(C)(C)C3)c1 (centres undefined)
.	i	CCCCc1ccc(NC(=O)N[C@H](C(=O)O)C(C)CC)cc1 (some centres undefined)
-10	-12%	CCCCN(C)CCC(=O)Nc1ccc2c(c1)CCC2
17	i	CN(C(=O)C1CCC(=O)N(CCCN2CCCC2=O)C1)C(C1CC1)C1CC1 (centres undefined)
.	?	COc1ccc(C(=O)Nc2cc(-c3ccccc3)nn2-c2ccccc2F)cc1
.	?	COc1ccc(N2Cc3cccc(C(=O)NC(C)CCc4ccco4)c3C2=O)cc1 (centres undefined)
.	?	CCC(/C=N/NC(=O)c1ccccc1F)CC
.	?	COc1cccc(C2CC(=O)Nc3cc4c(cc32)OCCO4)c1OC(C)C (centres undefined)
0	-9%	O=C(CCNS(=O)(=O)c1cccs1)Nc1nccs1
-13	20%	CCC(C)NCCCOc1ccc(C)cc1OC (centres undefined)
2	12%	O=C(CN1CCN(C(=O)c2cncn2-c2ccc(F)cc2)CC1)Nc1ccccc1C(F)(F)F
17	6%	COc1ccccc1CN1C[C@@H]2C[C@@H](C3=Cc4cc(Cl)ccc4OC3)N3CCC[C@@]23C1=O
.	?	CCc1ccc(NC(=O)C2C3CCC(O3)C2C(=O)O)cc1 (centres undefined)
.	?	CC1CCCC(NC(=O)CCC(=O)NCc2ccccc2)C1C (centres undefined)
0	1%	CCOC(=O)C1=C(O)/C(=C\c2cc(C)n(-c3ccccc3F)c2C)N=C1C
2	13%	c1cncc(-c2nc(NCc3ccc4c(c3)OCO4)c3ccccc3n2)c1
.	?	COc1ccc(NC(C)=O)cc1NC(C)C(=O)Nc1ccccc1F (centres undefined)
.	?	COc1cccc(N2CCN(C3C4CC5CC(C4)CC3C5)CC2)c1 (centres undefined)
12	15%	Cc1ccc2c(c1)N(CC(=O)NCC1CCCO1)C(=O)C(C)O2 (centres undefined)

Single records, as listed above. Order of screens: S3 lipid droplet cell count max	S3 lipid droplet
COc1ccc(NC(C)=O)cc1NC(C)C(=O)Nc1ccccc1F (centres undefined) as listed: .	?
COc1cccc(N2CCN(C3C4CC5CC(C4)CC3C5)CC2)c1 (centres undefined) as listed: .	?
COc1cccc(C2CC(=O)Nc3cc4c(cc32)OCCO4)c1OC(C)C (centres undefined) as listed: .	?
O=C(CN1CCN(C(=O)c2cncn2-c2ccc(F)cc2)CC1)Nc1ccccc1C(F)(F)F as listed: 2	12%
c1cncc(-c2nc(NCc3ccc4c(c3)OCO4)c3ccccc3n2)c1 as listed: 2	13%

Going on with the list:
S3 lipid droplet cell count max	S3 lipid droplet	Compound
.	?	Cc1ccc(NC(=O)CCC(=O)NNC(=O)NC23CC4CC(CC(C4)C2)C3)cc1C
.	?	CCc1ccc(N2CC(C(=O)Nc3cccc(C(=O)NC4CC4)c3)CC2=O)cc1 (centres undefined)
.	?	CCN(CC)CCn1c(NCc2cccc(OC)c2OC)nc2ccccc21
16	9%	Nc1ccccc1SCc1cc([N+](=O)[O-])cc2c1OCOC2
.	?	COc1ccc(NC(=S)NC2CC3CCCC(C2)N3C2CC2)cc1 (centres undefined)
.	?	Cc1ccc(OCC(=O)N/N=C/c2ccncc2)cc1
4	-4%	CCS(=O)(=O)Nc1ccc(C2=NN(S(=O)(=O)c3ccc(F)cc3)C(c3ccco3)C2)cc1 (centres undefined)
.	?	Cc1c(C(=O)c2no[n+]([O-])c2C(=O)c2cnn(C)c2C)cnn1C
.	?	COC(=O)C(CCSC)NC(=O)Cn1ncc2c(=O)oc3ccccc3c21 (centres undefined)
.	i	COc1ccccc1N1CCN(C(=O)c2oc3cc(C)c(C)cc3c2C)CC1
18	-4%	Cc1ccc(NC(=O)C2CC(=O)Nc3ncnn32)cc1Cl (centres undefined)
.	-9%	COC(=O)C1=C(C)N(c2cccc(C)c2)C(=O)/C1=C\c1cccs1
.	?	O=C(CCN1C(=O)c2ccccc2C1=O)Nc1sc2c(c1C(=O)NCc1ccco1)CCCC2
.	?	C=CCn1cc(F)c(=O)n(CC=C)c1=O
.	?	Cc1nnc(NC(=O)c2c(F)cccc2F)s1
17	20%	O=C(CSc1nc2ccc([N+](=O)[O-])cc2[nH]1)c1ccc2ccccc2c1
.	?	CCOC(=O)c1cc2oc(C)cc2n1CC(=O)OC1CCCCC1
.	?	O=C(c1cc(-c2ccncc2)nc2ccccc12)N1CCOCC1
.	?	Cc1ccc(/C=N/NC(=O)Cc2cccs2)o1
.	?	CCSc1nnc(NC(=O)CSc2nc(C)cc(C)n2)s1
0	4%	O=C(CCC1CCCC1)Nc1ccccc1-c1ccccc1
-5	5%	COc1ccc(CCNC(=O)COc2ccc(-c3ccc(C)cc3)cc2)cc1OC
4	7%	CCc1ccccc1NC(=O)Nc1cccs1
.	?	Cc1ccc(C(C)C)cc1OCC(=O)NC1CCCCCCC1
.	?	CC(=O)c1cccc(NC(=O)COC(=O)CCc2ccc(S(=O)(=O)N3CCOCC3)cc2)c1
.	?	Cc1cccc(C)c1OCCCCN1CCCCC1
.	?	COc1ccc2c(COC(=O)CCS(=O)(=O)c3ccc(C)cc3)cc(=O)oc2c1
.	?	CCOC(=O)c1c(C)[nH]c(O)c1C=Nc1ccccc1
-10	-4%	O=C(CCNS(=O)(=O)c1ccc(Br)cc1)NCCc1ccccc1
.	?	CC(C(=O)O)N1C(=O)c2cccc3cccc1c23 (centres undefined)
.	?	CC1(c2ccc3c(c2)OCCO3)NC(=O)N(CC(=O)Nc2ccccc2)C1=O (centres undefined)
.	?	Cc1ccc2c(CNCc3ccccc3)cc(=O)oc2c1
.	?	CCOC(=O)CNC(=O)Cn1cnc2sc(C)c(S(=O)(=O)N3CCOCC3)c2c1=O
.	?	O=C(NC(Cc1ccc2c(c1)OCO2)C(=O)N1CCCC1C(=O)O)c1ccccc1 (centres undefined)
.	?	O=C(CSc1nnc(CCc2ccccc2)n1-c1ccc(Cl)cc1)NCc1ccccc1
.	?	CC(C)Cc1nnc(NC(=O)CCC(=O)Nc2ccccc2)s1
-16	i	COCCCNC(=S)N(CCCO)Cc1cc2cc3c(cc2[nH]c1=O)OCO3
7	6%	O=C(CCC1CCCN(Cc2ccc(O)c(Cl)c2)C1)NCc1ccccc1F (centres undefined)
16	-23%[0.0737 µM]	O=C(CSc1cn[nH]n1)Nc1ccccc1F
22	23%	COc1ccc([C@@H]2[C@@H]3C(=O)N(C(C)(C)C)C(=O)[C@@H]3[C@]3(Cc4ccccc4)C(=O)N(c4cccc(F)c4)C(=O)N23)cc1
-9	i	CCOC(=O)CSc1nc(-c2ccccc2)nc2ccc(C)cc12
.	?	CSCc1c(C(=O)Nc2ccc(N3CCOCC3)cc2)oc2ccccc12
.	?	COC(=O)CCC(=O)N1CCCC(N2CCN(c3cccc(C(F)(F)F)c3)CC2)C1 (centres undefined)
.	i	O=C(Nc1ccnn1C1CCN(C2CCC2)CC1)c1ccccc1
.	?	COCCCNC(=O)c1ccc(Cn2c(=O)c3ccccc3n(Cc3cc(C)ccc3C)c2=O)cc1
-6	-15%	Cn1c(=O)[nH]c(=O)c2c1nc(N1CCCCC1)n2CC(O)COc1ccccc1 (centres undefined)
15	i	Cc1ccc(CNS(=O)(=O)c2c(C(=O)N3CCCCCC3)c(C)n(C)c2C)cc1
.	?	COc1ccc(N(Cc2nnc3n2CCCCC3)C(=O)Nc2ccccc2)cc1

Structures listed so far that contain a CF3 group, in the order listed:
S3 lipid droplet cell count max	S3 lipid droplet	Compound
2	12%	O=C(CN1CCN(C(=O)c2cncn2-c2ccc(F)cc2)CC1)Nc1ccccc1C(F)(F)F
.	?	COC(=O)CCC(=O)N1CCCC(N2CCN(c3cccc(C(F)(F)F)c3)CC2)C1 (centres undefined)

(further entries)
S3 lipid droplet cell count max	S3 lipid droplet	Compound
.	?	CCCCn1c(NC(=O)c2ccco2)c(S(=O)(=O)c2ccc(C)cc2)c2nc3ccccc3nc21
10	10%	CCCn1c(C(C)NC(=O)c2ccccc2)n[nH]c1=S (centres undefined)
-18	2%	C=CC(=O)NC(C)(C)Cc1ccccc1
.	?	CC1CCCN(c2nc3c(c(=O)n(C)c(=O)n3C)n2Cc2ccccc2)C1 (centres undefined)
.	?	CCN1CCN(c2ccc(S(=O)(=O)N3CCCCC3)cc2NC(=O)CC(NC(C)=O)c2ccccc2)CC1 (centres undefined)
.	i	COc1ccc(CNC(=O)c2ccc(Cn3cc(Cl)cn3)o2)cc1
-23	9%	CCOc1ncccc1C(=O)NCc1ccccc1F
.	?	C/C(=N/NC(=O)c1ccc(Cl)s1)c1cccnc1
.	?	O=C(COc1ccc(Cl)cc1)N1CCN(Cc2ccc3c(c2)OCO3)CC1
14	-10%	Cc1coc2cc3oc(=O)c(CCC(=O)NCCN4CCOCC4)c(C)c3cc12
.	?	Cc1onc(-c2ccccc2)c1C(=O)N1CCCCCC1
11	i	N#C/C(=C(/O)c1ccc2c(c1)OCO2)c1nc2cc(C(F)(F)F)ccc2s1
-19	-20%	COc1ccc(NC(=S)N(CCO)Cc2ccccc2)cc1
.	?	CCCCC(NC(=O)Cc1c(C)c2cc3c4c(oc3c(C)c2oc1=O)CCCC4)C(=O)O (centres undefined)
.	?	O=C(CNC(=O)c1ccc(Cl)cc1)Nc1ccccc1C(F)(F)F
-2	-10%	O=C(COc1ncnc2c(Cl)cc(Cl)cc12)N1CCCCC1
.	?	C[C@H](NC(=O)c1nc[nH]c1C(=O)N[C@@H](C)c1ccccc1)c1ccccc1
0	i	CCCn1c(N)c(N(CCOC)C(=O)COC(=O)c2ccccc2NCCO)c(=O)[nH]c1=O
.	?	CCOC(=O)C1CCCN(c2c(NCCCN(C)Cc3ccccc3)c(=O)c2=O)C1 (centres undefined)
2	22%	COc1cccc(NC(=O)c2ccccc2N2C(=O)C3C4C=CC(C4)C3C2=O)c1 (centres undefined)
.	?	O=C(Nc1sccc1C(=O)N1CCOCC1)c1cccnc1
.	?	CCCC(C(=O)NC1CCCC1)N(CC1CCCO1)C(=O)c1snc(C(N)=O)c1N (centres undefined)
.	?	Cc1nn(C)c(N)c1C(O)(c1nccn1C)C(F)(F)F (centres undefined)
.	?	COCCN1C(=O)C(O)=C(C(C)=O)C1c1ccc(F)cc1 (centres undefined)
15	6%	Cc1ccc2[nH]c(=O)cc(C(=O)OCC(=O)c3ccccc3)c2c1
-21	-4%	CCCc1c(C)[nH]c2ccc(NC(C)=O)cc2c1=O
-6	-5%	CCN(CC)CCNC(=O)/C(=C\c1cccn1C)NC(=O)c1cccs1
.	?	COc1ccc(NC(=S)NCc2ccc(F)cc2)c(OC)c1
.	?	COc1cc(C(=O)OC(C)C(=O)NC2CCCCC2C)c([N+](=O)[O-])cc1OC (centres undefined)
.	?	O=C(CCn1nc(-c2ccccc2)c2ccccc2c1=O)NCC1CCCO1 (centres undefined)
12	-2%	CN1CCN(CCC(=O)N/N=C/c2cc3c(cc2[N+](=O)[O-])OCO3)CC1
-7	1%	COc1ccccc1OCc1ccc(C(=O)NC(C)c2ccccc2)o1 (centres undefined)
-10	-13%	O=C(Nc1nncs1)C12CC3CC(CC(C3)C1)C2
.	?	CCCn1c(C)nc2cc(Cl)c(N3CCN(c4nc(-c5ccc(C)cc5)cs4)CC3)cc21
.	25%	O=C(NCc1cccnc1)c1ccc(Cn2cc(C(F)(F)F)ccc2=O)cc1
.	?	Cc1ccc2oc(=O)c3cc(C(=O)NCCCN4CCCC(C)C4)sc3c2c1 (centres undefined)

6 entries from above, sorted by their value in S3 lipid droplet cell count max, rising:
S3 lipid droplet cell count max	S3 lipid droplet	Compound
-21	-4%	CCCc1c(C)[nH]c2ccc(NC(C)=O)cc2c1=O
-10	-13%	O=C(Nc1nncs1)C12CC3CC(CC(C3)C1)C2
-7	1%	COc1ccccc1OCc1ccc(C(=O)NC(C)c2ccccc2)o1 (centres undefined)
-6	-5%	CCN(CC)CCNC(=O)/C(=C\c1cccn1C)NC(=O)c1cccs1
12	-2%	CN1CCN(CCC(=O)N/N=C/c2cc3c(cc2[N+](=O)[O-])OCO3)CC1
15	6%	Cc1ccc2[nH]c(=O)cc(C(=O)OCC(=O)c3ccccc3)c2c1

The list continues:
S3 lipid droplet cell count max	S3 lipid droplet	Compound
.	?	COc1ccc(C2=NN(C(=O)c3ccncc3)C(c3ccccc3O)C2)cc1 (centres undefined)
2	1%	Cc1ccc(CCNC(=O)C23C[C@H]4C[C@@H](C2)CC(n2nnc(C)n2)(C4)C3)cc1
.	?	Cc1cccc(-c2noc(CN(C)C(=O)c3ccoc3C)n2)c1
.	?	COc1cc2c(cc1OC)C1Cc3ccc(OC)c(OC)c3CN1CC2 (centres undefined)
1	8%	COc1ccccc1CNC(=O)c1cc(S(=O)(=O)N2CCCC2)cn1C
.	?	CCCOc1ccc(C2C(C(=O)c3ccc(C)o3)=C(O)C(=O)N2Cc2ccco2)cc1OCC (centres undefined)

Not all compounds are listed; count on the stated rates, not on these rows.
